IkB sig inh = suppresses IkB signaling in ABC-DLBCL reporter cells; ABC-DLBCL IkBa-CBG/CBR dual luciferase ratio, 4 h; response scale: scaled: untreated 0%, proteasome inhibitor 100%; 110,000 compounds, 0.04% hits; Potency, µM (series often up to 57.1 µM), inactives show top-dose IkBa stabilization activation; active = well fitted curve in the direction sought with a large enough effect in the signal ratio, not every such curve was filed as active; inconclusive = small, poorly fitted or top-dose-only effect, or a change in a side signal; the % refers to the signal ratio;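 note: the direction sought is a rising ratio; 0% = basal untreated cells and 100% = reference inhibitor full response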
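In this assay, an IκBα–CBG68 fusion accumulates when IKK-driven degradation is blocked; native CBR normalizes for cell number. OCI-Ly3 cells were treated 4 h with compound and doxycycline, then green and red light read after Chroma-Glo addition.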
p53ts 32C kill = p53ts cell cytotoxicity, permissive temperature | H1299-p53A138V at 32C, ATP luminescence viability, 24 h | Potency, µM (top dose mostly 46.1 µM), inactives show at the top dose activity change, negative = cytotoxicity, hits mostly cytotoxic | 130,000 compounds, 0.93% hits;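 note: 0% = DMSO and -100% = full killing by reference compound; nearly all actives have a fitted effect of over 55% in size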
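ATP-content luminescence (ATPlite) read-out after 24 h compound exposure at 32C in H1299-p53A138V cells (600/well). Tested up to 46 uM. Normalized to DMSO (0%) and 100 uM tamoxifen (100% killing); Hill-fit AC50.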
Imprint erasure = inducers of genomic imprint erasure in mouse ES cells; AID 1948; mouse ES Peg3-LacZ reporter, beta-gal luminescence, 40 h; 110,000 compounds, 0.02% hits; Potency, µM (doses to about 60.7 µM), inactives show at the highest dose activity change, positive = activation, usual class: activators;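 note: 0% = negative control wells on the plate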
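Imprint erasure is scored as LacZ activity from the silenced maternal Peg3 allele in feeder-free female ES cells cultured 40 h with LIF. Luminescence is normalized to in-plate negative controls and fitted to the Hill equation.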
p53ts 39C kill = p53ts cell cytotoxicity, nonpermissive temperature; Potency, µM (top dose mostly 46.1 µM), without a hit: at the highest dose activity change, negative = cell killing, usual class: cytotoxic; AID 902; H1299-p53A138V viability at 39C, ATP luminescence, 24 h; 130,000 compounds, 1.5% hits; note: nearly all actives have a fitted effect of over 55% in size
Starred values were filed as active, the others as inactive; [ ] = dose if it differs, or a comment. Unless noted, calls come from the whole dose curve; as a rule, active = well fitted curve in the direction sought with a large enough effect; inconclusive = small, poorly fitted or top-dose-only effect, or another doubt; inactive = no such curve, though single readings can be large; an effect the other way counts as inactive or inconclusive. Unless noted, % is set by controls: 0 for no effect and ±100 for the full control effect; potency is the fitted concentration of half-maximal effect.

COc1ccc(CNC(=O)c2ccc(-c3nc(CSc4ccc(C)cc4)c(C)o3)cc2)c(OC)c1 was read as IkB sig inh 0.9%, p53ts 32C kill 3.2%, Imprint erasure 10.5%[10.9 µM] and p53ts 39C kill -6.4%.
`COC(=O)CSc1nnc(-c2ccoc2C)n1-c1ccc(OC)cc1` gave IkB sig inh -0.4%, p53ts 32C kill 2.8%, Imprint erasure -5.0% and p53ts 39C kill 3.3%.
Screening CCCC(=O)c1cc2ccccc2oc1=O returned IkB sig inh -1.3%, p53ts 32C kill -2.9%, Imprint erasure 0.7% and p53ts 39C kill -11.4%.
COc1ccccc1Cn1cc(C(=O)c2ccc(Cl)cc2)c(=O)c2cc3c(cc21)OCCO3 was read as IkB sig inh inconclusive, p53ts 32C kill -3.9%, Imprint erasure 3.1%[10.9 µM] and p53ts 39C kill inconclusive.
`Cc1c(Cl)cccc1NC(=O)C(C)n1nc(C)c2c(C)n(-c3ccccc3)nc2c1=O` (configuration not stated) gave IkB sig inh -1.5%, p53ts 32C kill 9.5%, Imprint erasure -8.0%[10.9 µM] and p53ts 39C kill 16.3%.
Screening Cn1ncc(N)c1C(=O)Nc1cccc(C(F)(F)F)c1 returned IkB sig inh -0.1%, p53ts 32C kill -3.0%, Imprint erasure -2.2% and p53ts 39C kill 0.6%.
`C[C@@H](C(=O)Nc1ccc2ccccc2c1)[C@H]1C[C@]1(C)[C@H](NC(=O)c1cnccn1)c1ccccc1` gave p53ts 32C kill -8.3%, Imprint erasure -12.6% and p53ts 39C kill 3.9%.
Screening CCn1c2ccccc2c2nc3ccccc3nc21 returned IkB sig inh -4.7%, p53ts 32C kill -10.5%, Imprint erasure -13.4% and p53ts 39C kill inconclusive.
Screening COc1ccc(OCCNS(=O)(=O)c2ccccc2)cc1 returned IkB sig inh 0.1%, p53ts 32C kill 1.4%, Imprint erasure -1.3% and p53ts 39C kill 8.7%.
CCCCc1ccc(NS(=O)(=O)N(C)C)cc1 was read as IkB sig inh -2.5%, p53ts 32C kill 10.6%, Imprint erasure -9.5% and p53ts 39C kill 3.3%.
`CCOC(=O)c1ccc(N2C(=O)c3[nH]nc(-c4ccc(C)cc4)c3C2c2ccc(O)c(OCC)c2)cc1` (configuration not stated) gave IkB sig inh inconclusive, p53ts 32C kill 16.6%, Imprint erasure 22.2%[10.9 µM] and p53ts 39C kill 14.8%.
Screening O=C1CN(C(=O)COC(=O)c2ccccc2NC(=O)c2ccco2)c2ccccc2N1 returned IkB sig inh -0.4%, p53ts 32C kill 0.7%, Imprint erasure -23.5% and p53ts 39C kill -5.2%.

Continued, overlapping the part above by 4 compounds.
Screening COc1ccc(OCCNS(=O)(=O)c2ccccc2)cc1 returned IkB sig inh 0.1%, p53ts 32C kill 1.4%, Imprint erasure -1.3% and p53ts 39C kill 8.7%.
CCCCc1ccc(NS(=O)(=O)N(C)C)cc1 was read as IkB sig inh -2.5%, p53ts 32C kill 10.6%, Imprint erasure -9.5% and p53ts 39C kill 3.3%.
`CCOC(=O)c1ccc(N2C(=O)c3[nH]nc(-c4ccc(C)cc4)c3C2c2ccc(O)c(OCC)c2)cc1` (configuration not stated) gave IkB sig inh inconclusive, p53ts 32C kill 16.6%, Imprint erasure 22.2%[10.9 µM] and p53ts 39C kill 14.8%.
Screening O=C1CN(C(=O)COC(=O)c2ccccc2NC(=O)c2ccco2)c2ccccc2N1 returned IkB sig inh -0.4%, p53ts 32C kill 0.7%, Imprint erasure -23.5% and p53ts 39C kill -5.2%.
CC1CCn2c(nc3cc(C(=O)NCCc4ccccc4)ccc32)C1 (configuration not stated) was read as IkB sig inh -2.4%, p53ts 32C kill 15.8µM*, Imprint erasure -13.2%[10.9 µM] and p53ts 39C kill inconclusive.
Screening NC(=O)/C(=C\c1ccncc1)c1cccc2ccccc12 returned IkB sig inh -1.6%[11.4 µM], p53ts 32C kill 4.9%[9.22 µM], Imprint erasure -5.4%[10.9 µM] and p53ts 39C kill 1.0%[9.22 µM].
COc1cc2cc(CNc3ccccc3)c(=O)n(CC(=O)Nc3cc(C)cc(C)c3)c2cc1OC was read as IkB sig inh inconclusive, p53ts 32C kill 3.1%, Imprint erasure -1.1%[10.9 µM] and p53ts 39C kill -9.0%.
Screening C[C@@H]1C=C[C@](Cc2ccccc2)(C(=O)NCCc2c[nH]c3ccccc23)N1C(=O)c1ccccc1 returned p53ts 32C kill 15.0%, Imprint erasure -15.0% and p53ts 39C kill 14.7%.
CCOc1ccccc1CNC(=O)c1ccc2c(c1)N(Cc1ccc(C)cc1)CCS2 was read as IkB sig inh inconclusive, p53ts 32C kill 15.7%, Imprint erasure -12.8%[10.9 µM] and p53ts 39C kill 5.7%.
Screening Cc1cccc(NC(=O)C2C(C(=O)O)C3C=CC2C32CC2)c1C (configuration not stated) returned IkB sig inh -0.9%, p53ts 32C kill -3.6%, Imprint erasure -9.9% and p53ts 39C kill -0.7%.
For O=C(c1ccccc1)C1CCc2occc2C1=O (configuration not stated) the results were IkB sig inh -1.9%, p53ts 32C kill 10.3%, Imprint erasure 3.6% and p53ts 39C kill 7.5%.
`S=C(c1ccc(N2CCCC2)cc1)N1CCCCC1` gave IkB sig inh 7.4%, p53ts 32C kill -2.2%, Imprint erasure -16.3% and p53ts 39C kill -5.7%.
Screening CC(=O)Nc1ccc2nc(NC(=O)CS(=O)(=O)c3ccc(C)cc3)sc2c1 returned IkB sig inh -3.9%, p53ts 32C kill -2.3%, Imprint erasure -5.1%[10.9 µM] and p53ts 39C kill 11.0%.
COc1cccc(N2CC(NC(=O)c3ccc4c(c3)OCO4)CC2=O)c1 (configuration not stated) was read as IkB sig inh 2.8%, p53ts 32C kill -1.5%, Imprint erasure 3.7%[10.9 µM] and p53ts 39C kill 24.2%.
For O=S(=O)(Nc1ccc(Cl)cc1)c1cccc(S(=O)(=O)c2ccc(Cl)c(Cl)c2)c1 the results were IkB sig inh inconclusive, p53ts 32C kill 9.4%, Imprint erasure -12.0%[10.9 µM] and p53ts 39C kill -26.0%.
Screening Cc1cccn2c(=O)c3cc(C(=O)NC(C)C)n(C)c3nc12 returned IkB sig inh inconclusive, p53ts 32C kill 4.3%, Imprint erasure -11.2%[10.9 µM] and p53ts 39C kill -8.1%.
c1ccc2nc3c(nc2c1)sc1nc2ccccc2n13 was read as IkB sig inh 0.9%, p53ts 32C kill -4.6%, Imprint erasure 1.6% and p53ts 39C kill 21.2%.
Screening COC(=O)Nc1nc2ccc(SC(C)C)cc2[nH]1 returned IkB sig inh inconclusive, p53ts 32C kill -27.5%[20.6 µM], Imprint erasure -12.4%[16.8 µM] and p53ts 39C kill -8.5%[20.6 µM].
`CCOC(=O)c1cn(CC(=O)Nc2ccc(C(C)C)cc2)nn1` gave IkB sig inh 2.6%, p53ts 32C kill 7.7%, Imprint erasure -5.4% and p53ts 39C kill -14.8%.
Screening Cc1cccc(OCC(=O)Nc2cccc(-c3nc4ccccc4s3)c2)c1 returned IkB sig inh inconclusive, p53ts 32C kill -11.4%, Imprint erasure -53.5%[inhibitor][10.9 µM] and p53ts 39C kill -22.2%.
`Cc1ccc(C(O)c2cccnc2)o1` (configuration not stated) gave IkB sig inh 10.4%, p53ts 32C kill -7.0% and p53ts 39C kill -5.7%.
Screening COc1ccc2c(c1)c1c(c(=O)n(-c3ccccc3C)c(=O)n1CC(=O)NCc1ccc(C)cc1)n2C returned IkB sig inh 3.8%, p53ts 32C kill 3.8%, Imprint erasure -11.0%[10.9 µM] and p53ts 39C kill 0.1%.
CCOC(=O)C1=C(c2ccccc2)Nc2ncnn2C1c1cc(OC)ccc1OC (configuration not stated) was read as IkB sig inh 1.2%, p53ts 32C kill 10.4%, Imprint erasure 6.1% and p53ts 39C kill 1.4%.
`CCn1c(NC(=O)c2ccco2)c(-c2ccccc2Cl)c(=O)c2ccccc21` gave IkB sig inh 0.4%, p53ts 32C kill -4.2%, Imprint erasure -3.2% and p53ts 39C kill 0.2%.
COc1ccccc1NC(=O)CSc1nnc(-c2ccco2)n1Cc1ccco1 was read as IkB sig inh 2.5%, p53ts 32C kill -24.7%, Imprint erasure -78.7%[inhibitor] and p53ts 39C kill -21.0%.
`Cc1ccc2c(c1)c1c(c(=O)n(-c3ccccc3C)c(=O)n1CC(=O)c1ccc(Cl)cc1)n2C` gave IkB sig inh -0.9%, p53ts 32C kill -27.6%, Imprint erasure 2.6%[10.9 µM] and p53ts 39C kill 28.7%.
`COc1cc(OC)c(NS(=O)(=O)c2ccc3c(c2)NC(=O)CCS3)cc1Cl` gave IkB sig inh inconclusive, p53ts 32C kill -2.7%, Imprint erasure -9.8%[10.9 µM] and p53ts 39C kill -26.5%.
CCc1ccc(-c2nc(CSCC(=O)N3CCN(c4ccc(F)cc4)CC3)c(C)o2)cc1 was read as IkB sig inh -3.2%, p53ts 32C kill -0.4%, Imprint erasure -15.8%[10.9 µM] and p53ts 39C kill -21.2%.
Screening CCCCN(C)C(=O)c1ccc2c(c1)NC(=O)C(CC(C)C)N2 (configuration not stated) returned IkB sig inh inconclusive, p53ts 32C kill 8.3%, Imprint erasure -15.9%[10.9 µM] and p53ts 39C kill -17.5%.
For Cc1ccc(NC(=O)C2CCN(S(=O)(=O)c3ccc4c(c3)CCCC(=O)N4)CC2)cc1N(C)C the results were IkB sig inh -0.4%, p53ts 32C kill -2.2%, Imprint erasure -8.1%[10.9 µM] and p53ts 39C kill -6.0%.
`O=c1cc(CSc2nnc(COc3ccccc3)o2)c2ccccc2[nH]1` gave IkB sig inh -0.2%, p53ts 32C kill 0.3%, Imprint erasure -11.4% and p53ts 39C kill -8.3%.
For CCN(CC(=O)O)C(=O)c1cccnc1 the results were IkB sig inh -1.1%[11.4 µM], p53ts 32C kill 3.7%[9.22 µM], Imprint erasure -11.5%[10.9 µM] and p53ts 39C kill 3.9%[9.22 µM].
Screening COc1ccc(NC(=O)Cn2nnc(C(=O)NCc3ccc4c(c3)OCO4)c2N)cc1 returned IkB sig inh -0.8%, p53ts 32C kill 13.0%, Imprint erasure -13.5%[10.9 µM] and p53ts 39C kill 4.6%.
Screening Cc1ccc(C(=O)N2CCc3cc(CNC(=O)CSc4ccccc4)ccc32)cc1 returned IkB sig inh 0.2%, p53ts 32C kill -24.3%, Imprint erasure -9.8%[10.9 µM] and p53ts 39C kill inconclusive.
For Cc1ccccc1C(=O)O the results were IkB sig inh -0.6%, p53ts 32C kill -2.2%[1.84 µM], Imprint erasure -0.1% and p53ts 39C kill 13.3%.
COc1ccc(-n2ccnc2SCC(=O)Nc2ccc(F)cc2F)cc1 was read as IkB sig inh -0.5%, p53ts 32C kill -3.0%, Imprint erasure 13.1%[10.9 µM] and p53ts 39C kill -21.8%.
For NC(=O)C1CCN(C(=O)CN2CCCc3ccccc32)CC1 the results were IkB sig inh -3.9%, p53ts 32C kill -3.6%, Imprint erasure 9.9% and p53ts 39C kill 3.7%.
N=c1c2c3c(sc2nc2n1CCCCC2)CCCCC3 was read as IkB sig inh -0.1%, p53ts 32C kill -9.6%, Imprint erasure -42.6%[inhibitor] and p53ts 39C kill -1.1%.
For Cn1cccc1C(=O)N1CCC2(CC1)CN(Cc1ccc(C#N)cc1)C2 the results were IkB sig inh -0.6%[11.4 µM], p53ts 32C kill -1.7% and p53ts 39C kill -4.5%.
Screening CCOc1ccc(NC(=O)c2cnc(N3CCCCC3)c3ccccc23)cc1 returned IkB sig inh inconclusive, p53ts 32C kill 5.9%, Imprint erasure -12.6%[10.9 µM] and p53ts 39C kill -29.5%.
Screening O=C(c1ccc2c(c1)CCN2S(=O)(=O)c1ccccc1)N1CCN(c2ccc(F)cc2)CC1 returned IkB sig inh inconclusive, p53ts 32C kill 14.9%, Imprint erasure -4.5%[10.9 µM] and p53ts 39C kill inconclusive.
Screening Cc1ccccc1NC(=O)C1C2CCC(O2)C1C(=O)O (configuration not stated) returned p53ts 32C kill -6.4% and p53ts 39C kill 10.3%.
Screening CNC(=O)CCCCCNS(=O)(=O)c1ccc(C)cc1 returned p53ts 32C kill -7.6% and p53ts 39C kill 1.5%.
COc1ccccc1Cc1nc2ccccc2[nH]c1=O was read as IkB sig inh 2.7%, p53ts 32C kill 7.4%, Imprint erasure 9.8%[10.9 µM] and p53ts 39C kill 4.2%.

Screening data from PubChem BioAssay.
